# Screening results from PubChem.
# IEC-6 tox: counter-screen for KLF5 inhibitors: cytotoxicity in IEC-6 cells | IEC-6 cytotoxicity, luminescence viability | inhibition, % at 5 µM | 290,000 compounds, 0.78% hits; in the data active = inhibition above about 22%;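 also: 0% = plate median of test compound wells and 100% = cytotoxic reference compound wells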
# HSF1 inhib: HSF1 inhibition; NIH3T3-HGL HSE-luciferase, MG132-induced, luminescence 8 h; stronger effect = lower value; activity change, negative = inhibition, % at 7.5 µM (by protocol); 300,000 compounds, 0.77% hits; AID 2098;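 active = more than half of replicate wells show activity change below -50%, luminescence cut by over half; inconclusive = some wells, but at most half, below -50%; inactive = no replicate well below -50%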;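 also: luciferase reports HSF-1 transcriptional activity via heat shock element; 0% = median of DMSO wells and -100% = zero luminescence signal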
# Platelet DG rel: modulates dense granule release in human platelets. human platelet-rich plasma, SFLLRN dense granule ATP release, luminescence. inhibition, %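 (compounds screened at 7.5 µM in platelet-rich plasma)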. 300,000 compounds, 0.22% hits. AID 1663;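 active = mean replicate score, as percent of positive control, at or above 50; inconclusive = mean below 50 but at least one replicate at or above 50; inactive = mean and every replicate below 50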
# HSP90 inh: inhibitors of HSP90 luciferase refolding in rabbit reticulocyte lysate; AID 1789; 290,000 compounds, 0.91% hits; inhibition, % at 5.6 µM; luciferase refolding luminescence, 3 h;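 active = inhibition above the screen-wide mean plus 3 SD, computed separately per campaign, cut at about 16% in these data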;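 also: 0% = DMSO wells and 100% = 60 µM geldanamycin wells; inhibitors lower the luminescence because luciferase stays unfolded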
# DYRK1A inh: blocks rat Dyrk1A kinase activity. Q63470. ADP-Glo luminescence, NFATc1 peptide. inhibition, % at 12.5 µM. 310,000 compounds, 0.43% hits; in the data active = inhibition above about 50%;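 also: plate controls were vehicle with enzyme for no effect and no enzyme for full effect; many of its hits are not listed in these tables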
# aSyn UTR inh: 5' untranslated region of α-synuclein, MLPCN primary screen; alpha-synuclein 5'UTR reporter, inhibitor activity; inhibition, % (tested at 7.5 µM); 300,000 compounds, 0.82% hits; AID 1813; in the data active = inhibition above about 60%; inconclusive = no clear call, values can overlap the other calls;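 also: H4 neuroglioblastoma cells stably carrying SNCA 5'UTR luciferase fusion; 0% = DMSO wells and 100% = positive control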
# GSK3beta inhib: human GSK3beta kinase inhibition; P49841; GST-GSK3beta kinase, ADP-Glo luminescence, 60 min; stronger effect = lower value; activity score (negative = inhibition), % at 10 µM; 300,000 compounds, 0.038% hits;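 active = more than half of replicate wells score below -50%, meaning over 50% inhibition versus plate controls; inconclusive = some replicates but at most half score below -50%; inactive = no replicate scores below -50%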;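 also: 0% = median DMSO wells and -100% = median GW8510 positive control wells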
# Target sequence (P49841 whole entry, looked up): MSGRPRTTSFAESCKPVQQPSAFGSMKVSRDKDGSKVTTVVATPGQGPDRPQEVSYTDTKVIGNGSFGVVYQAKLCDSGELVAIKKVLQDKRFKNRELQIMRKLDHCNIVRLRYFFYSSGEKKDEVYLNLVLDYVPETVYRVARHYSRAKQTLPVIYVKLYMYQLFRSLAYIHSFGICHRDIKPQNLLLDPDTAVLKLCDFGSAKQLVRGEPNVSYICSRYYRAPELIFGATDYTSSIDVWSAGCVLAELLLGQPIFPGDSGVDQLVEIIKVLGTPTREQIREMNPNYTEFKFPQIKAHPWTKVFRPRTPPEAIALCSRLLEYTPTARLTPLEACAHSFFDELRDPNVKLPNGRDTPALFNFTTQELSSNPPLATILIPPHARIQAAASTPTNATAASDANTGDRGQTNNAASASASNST
#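 Test system – GST-tagged human GSK3beta kinase, cell-free · Incubation – 60 min enzyme reaction, room temperature · Signal – ADP-Glo luminescence · Also added – peptide substrate and ATP at 25 µM · Controls – DMSO neutral wells and GW8510 at 20 µM as positive · Buffer or medium – Tris/MgCl2 kinase buffer · Measure – Luminescence-derived activity versus plate DMSO and GW8510 wells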
# KLF5 inhibitor: suppresses KLF5 promoter-driven expression. 290,000 compounds, 0.23% hits. DLD-1 KLF5 promoter-luciferase reporter, luminescence. AID 1700. inhibition, % at 5 µM;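 active = inhibition above a per-plate limit of that plate's mean compound inhibition plus 3 SD, cut at about 60% in these data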;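 also: 0% = DMSO wells and 100% = LY294002 at 200 µM; higher means less KLF5 promoter-driven luciferase light; inactives centre near -14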
# HSF1 activator: increases HSF-1 driven luciferase reporter signal; NIH3T3-HGL HSF-1 luciferase reporter, MG132, 8 h; 100% = twice DMSO control signal; activation, % at 9 µM; 300,000 compounds, 1.7% hits;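 active = mean replicate activation of at least 50% with a set share of replicates each reaching 50%; inconclusive = only one of those two conditions met; inactive = mean below 50% and too few replicates reaching it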;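 also: 0% = median of the neutral control wells and 100% = twice that signal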
# GSK3 alpha inh: blocks human GSK-3 alpha kinase. P49840. inhibition, % at 10 µM. AID 2650. 320,000 compounds, 0.1% hits. ADP-Glo luminescence, 60 min;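 in the data active = inhibition above about 50%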;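 also: GST-tagged GSK-3 alpha with peptide substrate and 25 µM ATP; 0% = DMSO neutral wells and 100% = GW8510 positive control wells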
# Target sequence (P49840 whole entry, looked up): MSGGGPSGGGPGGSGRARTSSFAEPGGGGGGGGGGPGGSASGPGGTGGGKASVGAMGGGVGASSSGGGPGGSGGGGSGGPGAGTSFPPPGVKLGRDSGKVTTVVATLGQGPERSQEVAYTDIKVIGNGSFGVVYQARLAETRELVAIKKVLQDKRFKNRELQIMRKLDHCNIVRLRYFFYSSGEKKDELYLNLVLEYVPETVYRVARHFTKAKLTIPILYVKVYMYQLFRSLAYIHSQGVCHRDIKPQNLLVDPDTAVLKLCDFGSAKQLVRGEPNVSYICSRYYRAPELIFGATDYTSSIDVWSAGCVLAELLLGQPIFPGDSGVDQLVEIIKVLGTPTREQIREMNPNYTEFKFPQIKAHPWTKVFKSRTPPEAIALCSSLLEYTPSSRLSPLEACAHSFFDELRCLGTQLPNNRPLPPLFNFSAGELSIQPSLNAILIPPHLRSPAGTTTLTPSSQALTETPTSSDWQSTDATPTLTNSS
# The depositor's hits bear a star; ? = inconclusive; . = not tested or not shown. Some of the compounds tested; rates above refer to the full screens.
# The first 9 compounds (preview)
SMILES	IEC-6 tox	HSF1 inhib	Platelet DG rel	HSP90 inh	DYRK1A inh	aSyn UTR inh	GSK3beta inhib	KLF5 inhibitor	HSF1 activator	GSK3 alpha inh
COc1ccc(NC(=O)C2CC(=O)NC3=C2C(=O)CC(C)(C)C3)cc1 (stereo unspecified)	-3	8	0	1	3	15	6	3	-5	-3
C=CC[n+]1c(-c2ccc(OC)c(OC)c2)csc1NNC(=O)Nc1ccccc1	0	-2	-12	1	-3	10	1	-10	-4	7
OC(CNCC1COc2ccccc2O1)COCc1cccs1 (stereo unspecified)	1	0	3	-2	4	-24	5	-8	-6	-1
COc1ccc(Br)cc1/C=N/NC(=O)c1ccc2nc[nH]c2c1	-1	-3	-3	-3	8	-9	-2	-8	4	1
CC(=O)Nc1cccc(NC(=O)CS(=O)(=O)c2cn(CC(=O)N3CCOCC3)c3ccccc23)c1	-7	-1	4	-2	-2	6	0	-15	-22	1
Cc1cc(C)n2[nH]c(=O)c(N=Nc3ccc(S(N)(=O)=O)cc3)c2n1	-3	-4	5	8	1	27	-1	-13	3	-2
CC(SCc1ccc(C(=O)O)o1)c1ccc(C(=O)O)o1 (stereo unspecified)	-3	4	-1	-3	0	8	-9	9	-11	-3
C/C(=N/NC(=O)C1COc2ccccc2O1)c1ccc(Br)s1 (stereo unspecified)	-8	9	-15	-1	6	0	2	-7	19	-4
Cc1cccc(C)c1OCC(O)Cn1c2ccccc2c2ccccc21 (stereo unspecified)	-4	5	-3	2	5	19	0	-18	-14	-1

# The whole of this part, repeating the preview:
SMILES	IEC-6 tox	HSF1 inhib	Platelet DG rel	HSP90 inh	DYRK1A inh	aSyn UTR inh	GSK3beta inhib	KLF5 inhibitor	HSF1 activator	GSK3 alpha inh
COc1ccc(NC(=O)C2CC(=O)NC3=C2C(=O)CC(C)(C)C3)cc1 (stereo unspecified)	-3	8	0	1	3	15	6	3	-5	-3
C=CC[n+]1c(-c2ccc(OC)c(OC)c2)csc1NNC(=O)Nc1ccccc1	0	-2	-12	1	-3	10	1	-10	-4	7
OC(CNCC1COc2ccccc2O1)COCc1cccs1 (stereo unspecified)	1	0	3	-2	4	-24	5	-8	-6	-1
COc1ccc(Br)cc1/C=N/NC(=O)c1ccc2nc[nH]c2c1	-1	-3	-3	-3	8	-9	-2	-8	4	1
CC(=O)Nc1cccc(NC(=O)CS(=O)(=O)c2cn(CC(=O)N3CCOCC3)c3ccccc23)c1	-7	-1	4	-2	-2	6	0	-15	-22	1
Cc1cc(C)n2[nH]c(=O)c(N=Nc3ccc(S(N)(=O)=O)cc3)c2n1	-3	-4	5	8	1	27	-1	-13	3	-2
CC(SCc1ccc(C(=O)O)o1)c1ccc(C(=O)O)o1 (stereo unspecified)	-3	4	-1	-3	0	8	-9	9	-11	-3
C/C(=N/NC(=O)C1COc2ccccc2O1)c1ccc(Br)s1 (stereo unspecified)	-8	9	-15	-1	6	0	2	-7	19	-4
Cc1cccc(C)c1OCC(O)Cn1c2ccccc2c2ccccc21 (stereo unspecified)	-4	5	-3	2	5	19	0	-18	-14	-1
CC1(C)CC(=O)c2sc(NS(=O)(=O)c3ccc(Cl)cc3)nc2C1	-7	-5	19	-4	-7	2	3	-19	-14	-5
COc1ccccc1NC(=O)c1ccc(CSc2ccccc2)o1	-4	0	-6	2	10	-4	-2	-10	-4	2
CCn1c(C)nc2cc(-c3nc4n(n3)Cc3ccccc3-4)ccc21	33*	-93*	97*	88*	17	87*	-21	112*	-93	51*
Cc1ccccc1N(C(=O)c1snc(C(N)=O)c1N)C(C)C(=O)NC1CCCCC1 (stereo unspecified)	-2	6	2	1	-3	4	2	-27	11	-3
Cc1ccc(N(CC(=O)NCc2ccccc2)C(=O)CCC(=O)Nc2ccccn2)c(C)c1	-7	-4	0	-1	6	8	.	-9	-26	0
O=C(Cc1cccc2ccccc12)NCC1CCCO1 (stereo unspecified)	7	-7	1	3	-2	-3	-1	-14	-5	1
O=C(O)COc1ccc(/C=N/NC(=O)c2cn(-c3ccccc3)nc2-c2ccccc2)cc1	0	5	2	-1	3	7	0	-17	6	0
CC(=O)Nc1c2c(nn1-c1cccc(C)c1)CSC2	2	0	-7	1	-1	-10	3	-20	0	-1
O=C(COC(=O)CNS(=O)(=O)c1ccc(Br)cc1Cl)NC1CC1	.	7	1	.	-5	5	1	.	-6	.
c1ccc2c(c1)oc1c(NCCN3CCOCC3)ncnc12	-4	-8	1	-1	8	-36	0	-35	-9	-5
CN(C)N1C(=O)/C(=C/c2ccco2)SC1=Nc1ccccc1	.	-3	1	.	-9	-64	1	.	-6	-3
Cc1nn(C)c(C)c1S(=O)(=O)N(CC(=O)NCCCN1CCC(C)CC1)c1ccc(C(C)C)cc1	5	-4	-1	1	-2	-19	-2	-3	0	8
COc1ccnc2c1c(=O)n(Cc1ccc(Cl)cc1Cl)c(=O)n2C	0	4	-35	1	2	-22	3	8	-9	0
CC(C)C[C@H]1COCCS(=O)(=O)N1Cc1ccccc1F	.	0	0	.	.	4	4	.	-1	7
CCOc1ccc(Br)cc1S(=O)(=O)Nc1ccc(NC(=O)c2ccccc2F)cc1	-7	3	9	1	-1	9	2	-28	22	-2
CN(C)Cc1c(C(=O)N/N=C/c2ccc(OCc3c(F)cccc3Cl)cc2)nnn1-c1nonc1N	-8	55	-16	7	-2	-76	0	-80	108*	2
CCCn1c(NCCO)nc2ccccc21	-4	-3	-2	-3	4	10	-2	-15	-5	0
COc1ccc(NC(C)=O)cc1NC(=O)C1CCN(C(=O)Nc2ccccc2)CC1	.	-3	3	.	-2	2	2	.	1	-1
COc1cccc(OCC(=O)Nc2c3c(nn2-c2ccc(F)cc2)CS(=O)(=O)C3)c1	-4	1	-4	0	-11	8	2	-19	-8	-1
CC(C)(Cc1ccc(O)cc1)NC(=O)CC(=O)N/N=C/c1ccc(Cl)cc1	4	-3	23	1	-1	-12	.	-25	9	-1
COc1ccc(C2c3ccc(O)cc3Oc3ncn4nc(-c5ccco5)nc4c32)cc1OC (stereo unspecified)	3	-2	-2	6	9	21	2	6	-6	-3
C=CCC1CCCCC12NC(=O)NC2=O (stereo unspecified)	0	1	-1	-3	-5	21	-1	-15	0	-2
Cc1cc(NC(=O)c2cc(C3CC3)on2)n(-c2ccccc2)n1	-3	-1	26	-1	3	6	1	-16	-11	-1
c1ccc2c(c1)CC1(CCCC1)N=C2N1CCOCC1	-6	1	15	-4	8	9	-6	-22	8	-5
Cc1ccc(NC(=O)c2ccc(Nc3c([N+](=O)[O-])cc([N+](=O)[O-])cc3[N+](=O)[O-])cc2)cc1	-2	-71*	1	-5	-7	31	-1	-31	-72	-3
Cc1cccc2sc(N(CCCN3CCOCC3)C(=O)CS(=O)(=O)c3ccc(F)cc3)nc12	.	7	10	.	-4	-32	0	.	14	-1
C1COCCNCCOCCOCCN1	0	-7	4	0	5	1	-1	-39	-1	-4
Nc1ccc(C(=O)NCCCCCCNC(=O)c2ccc(N)cc2)cc1	-6	5	4	-2	-6	-4	0	-42	30	-1
O=C(NCCCN1CCN(c2cccc(Cl)c2)CC1)C1CCC(=O)N1Cc1ccccc1Cl (stereo unspecified)	2	-7	?	-1	4	6	1	5	2	.
Cc1cccc(NC(=O)/C(=C\c2ccco2)NC(=O)c2ccccc2)c1	1	2	4	1	0	11	0	-11	4	-1
CCCOc1ccc(C2C3=C(Nc4nc(N)[nH]c(=O)c42)c2ccccc2C3=O)cc1 (stereo unspecified)	3	13	-14	-4	19	3	2	-20	15	0
Cc1cccc(-c2nnc(SCCC(=O)N3CCOCC3)o2)c1	-2	-19	-6	2	2	27	1	-47	-26	0
CN(c1ccc(OCC(=O)OCC(=O)Nc2ccccc2)cc1)S(=O)(=O)c1cccs1	3	4	-3	0	-1	-21	0	-33	9	-2
CC(=O)Nc1ccc(-c2csc(NC(=O)Cc3ccccc3F)n2)cc1	-10	8	-6	0	-5	-50	-3	-35	7	-2
COc1ccccc1NC(=O)c1cc(S(=O)(=O)N2CCCC2)cn1C	2	5	21	-2	0	2	1	-2	9	0
O=C(NCc1ccc2c(c1)OCO2)C1CCCN1C(=O)Nc1ccccc1 (stereo unspecified)	-2	2	11	4	-7	7	-5	-13	10	-1
CCOC(=O)N1CCN(C(=O)c2ccc3c(c2)N(CC)CCS3)CC1	0	-1	-6	-2	9	11	2	3	0	-1
CN(C)c1ccc(O)c2c1CC1CC3[C@@H](N(C)C)C(=O)C(C(N)=O)=C(O)[C@]3(O)C(=O)C1=C2O (stereo partly specified)	-17	3	2	3	10	57	0	-41	-7	-2
CC(Oc1ccc2ccc(=O)oc2c1)C(=O)NC1CCN(Cc2ccccc2)CC1 (stereo unspecified)	3	0	-23	2	-2	-19	0	-7	9	-3
COc1ccc(-n2c(=O)c3ccccc3n(CC(=O)OCc3ccccc3)c2=O)cc1OC	-6	3	-7	-1	-1	6	3	-15	-5	-5
Cc1noc(C)c1C(=O)N1CCN(CCc2ccccc2)CC1	6	2	7	1	27	5	3	16	4	-4

# Continuation:
SMILES	IEC-6 tox	HSF1 inhib	Platelet DG rel	HSP90 inh	DYRK1A inh	aSyn UTR inh	GSK3beta inhib	KLF5 inhibitor	HSF1 activator	GSK3 alpha inh
Cc1cccc(C(=O)N/N=C/c2ccc3c(c2)OCO3)n1	4	3	-3	-1	6	5	0	-55	-4	2
CC(=O)/C=C\c1ccc(OC(=O)c2cccnc2)cc1	-4	6	-4	-4	41	2	5	-45	8	-1
N#C/C(=C\c1ccc(Cl)s1)C(=O)N1CCN(c2ccccc2)CC1	2	2	7	6	-1	20	3	6	0	1
COc1ccc2nc(Nc3ccc4c(c3)OCO4)sc2c1	-1	3	3	4	1	-160	1	-53	24	-1
COc1ccc(CN2CCNC(=O)C2CC(=O)N(C)Cc2nonc2C)c(F)c1 (stereo unspecified)	5	-8	8	3	2	-15	-1	-5	-16	-2
CC(=O)c1c(C)[n+]([O-])c2ccc3c(non3O)c12	-1	3	-1	3	20	-4	1	-19	-1	-1
O=C(Nc1cccc(-c2cn3ccccc3n2)c1)C1CC1	-9	5	-2	1	4	-47	0	-17	6	-1
CCOc1ccc(NC(=O)[C@@H](NC(=O)OCc2ccccc2)[C@@H](C)CC)cc1	-2	-14	-9	-1	1	3	1	-28	-16	2
